Bioassay records (PubChem BioAssay)
NR2E3 ag-1: NR2E3 (human) agonism. Q9Y5X4. GST-NR2E3/biotin-RetCOR TR-FRET, 1536-well. inhibition of corepressor binding, % at 4.78 µM. 0.12% of 320,000 active. AID 2300;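 active = percent inhibition above the cutoff of mean plus 3 SD of all tested compounds, set per screening campaign, cut at about 20% in these data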;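 note: 0% = DMSO wells and 100% = biotin wells as full block of FRET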
Target sequence (Q9Y5X4 whole entry, looked up): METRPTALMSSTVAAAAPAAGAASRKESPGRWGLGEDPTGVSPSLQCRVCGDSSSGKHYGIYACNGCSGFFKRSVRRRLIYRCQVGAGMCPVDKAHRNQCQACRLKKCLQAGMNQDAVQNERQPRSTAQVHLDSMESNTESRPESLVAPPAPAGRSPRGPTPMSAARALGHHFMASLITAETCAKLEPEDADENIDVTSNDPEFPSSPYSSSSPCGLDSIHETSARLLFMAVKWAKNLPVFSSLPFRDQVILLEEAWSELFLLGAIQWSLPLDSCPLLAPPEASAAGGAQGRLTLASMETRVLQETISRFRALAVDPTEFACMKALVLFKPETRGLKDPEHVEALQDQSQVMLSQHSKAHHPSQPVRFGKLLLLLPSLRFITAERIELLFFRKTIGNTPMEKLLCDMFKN
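Material – GST-tagged NR2E3 plus biotinylated RetCOR corepressor · Quantity – NR2E3 fusion 1.35 nM · Times – 5 h incubation at 4 °C · Medium – pH 7.5 Tris-based buffer · Technique – TR-FRET, Eu(K)-anti-GST donor, streptavidin-D2 acceptor, ex 340, em 617/671 nm · Benchmarks – high control biotin, low control 0.6% DMSO · Format – 1536-well plates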
TRAIL sens C8: sensitizes caspase-8 expressing cells to TRAIL. NB7+C8 cells + TRAIL, ATPlite viability luminescence. inhibition (viability loss, TRAIL sensitization), % at 10 µM. 1% of 360,000 active;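 active = compounds causing at least 50% loss of cell viability in the single-dose screen, relative to plate controls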
TRPM1 prom inh: MITF TRPM1 promoter inhibition in SK-MEL-5 cells. 0.83% of 330,000 active. inhibition, % at 12.5 µM. SK-MEL-5 TRPM1 promoter luciferase, 24 h. AID 488899;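 active = mean inhibition across replicates of 60% or more, whatever share of single replicates reaches that level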; note: values of inactives mirror those of a sister screen read the other way
Peg3 promoter: inhibitors of Peg3 promoter; HeLa PEG-Prom luciferase reporter, luminescence, overnight; inhibition, % at 20 µM; 1.7% of 360,000 active;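 active = inhibition of at least 50% at 20 µM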
HIF-2a block: inhibitors of HIF-2a; 786-0 RCC cells HIF-2a reporter, luciferase luminescence, overnight; inhibition, % at 18.8 µM; 0.72% of 360,000 active; AID 624352;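 active = inhibition of the luminescence signal of 40% or more relative to plate controls, in a single-dose primary screen at 18.75 µM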
TROY signal inh: TROY signaling inhibition; Q293 LMP1-TROYcd NF-kB luciferase reporter, 4 h; inhibition, % at 10 µM; 0.98% of 360,000 active;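 active = compounds whose plate-normalised and pattern-corrected inhibition of the luciferase reporter signal at the single screening dose is 50% or more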
NR2E3 ag-2: agonists of human NR2E3 nuclear receptor. 0.35% of 360,000 active. CHO-S Gal4-NCOR/VP16-NR2E3 two-hybrid, luciferase. inhibition of corepressor binding, % at 3.98 µM. AID 602229. Q9Y5X4;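 active = inhibition above the mean of all tested compounds plus 3 SD, cut at about 70% in these data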;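 note: 0% = DMSO with NR2E3 transfected cells and 100% = cells lacking NR2E3 construct; higher means lower luciferase signal from less NR2E3 corepressor binding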
KKLEB cytotox: counter-screen for CF NF-kB inhibitors: cytotoxicity | 0.36% of 360,000 active | KKLEB CF airway cells viability, ATPlite luminescence, overnight; hits give low values; cells stimulated with P. aeruginosa culture filtrate | activity change (cytotoxicity), % at 5 µM;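 active = corrected activity change at or below -50% at 5 µM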
CF NFkB block: inhibitors of cystic fibrosis induced NF-kB | KKLEB NF-kB-GFP reporter, PAF-induced, GFP fluorescence overnight | inhibition, % at 5 µM | 0.86% of 360,000 active;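 active = at least 50% inhibition at 5 µM, scaled per plate between neutral and stimulator controls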;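 note: PAF is a Pseudomonas aeruginosa culture filtrate used as stimulus; plate controls were PAF-stimulated DMSO wells for no effect and unstimulated DMSO wells for full effect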
Shn3 3UTR inh: inhibitors of Schnurri-3 3'UTR reporter in osteoblasts; Clone20 osteoblast Shn3 3'UTR firefly luciferase, 24 h; inhibition, % at 12.5 µM; 0.52% of 360,000 active; AID 588674;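 active = mean inhibition of at least 75% with every replicate also reaching 75%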;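 note: 0% = median of neutral control wells and 100% = pilot-screen positive control compound; some compounds past the cut are filed as inactive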
TWEAK-Fn14 inh: blocks TWEAK-Fn14 interaction in a reporter cell assay. TWEAK-stimulated Fn14 reporter cells, luciferase luminescence, 8 h. inhibition, % at 10 µM. 2% of 360,000 active. AID 1159606; in the data active = inhibition above about 50%
Active calls of the source: *; . = no result given.

SMILES	NR2E3 ag-1	TRAIL sens C8	TRPM1 prom inh	Peg3 promoter	HIF-2a block	TROY signal inh	NR2E3 ag-2	KKLEB cytotox	CF NFkB block	Shn3 3UTR inh	TWEAK-Fn14 inh
CCOc1cc(C(=O)NC(=S)Nc2ccc(Cl)c(C(=O)O)c2)cc(OCC)c1OCC	-1	-15	5	8	12	9	-2	1	-5	-24	-8
Cn1c(NCc2ccco2)nc2c1c(=O)n(Cc1ccc(Cl)cc1)c(=O)n2C	-1	-6	15	27	21	6	15	-9	22	24	20
CC1Cc2ccccc2N1C(=O)CN1C(=O)NC2(CCCCC2)C1=O (configuration not stated)	2	1	3	4	7	-4	19	-9	-16	1	3
CC(C)NC(=O)CN1CCN(C(c2cc3ccccc3o2)c2nnnn2C(C)(C)C)CC1 (configuration not stated)	.	-1	.	.	0	-6	-4	.	.	.	0
CCCCCC[n+]1c(-c2ccccc2)csc1Nc1ccccc1	4	6	13	12	-50	-41	-10	3	7	21	-11
CS(=O)(=O)C1=NSC2=NC(=O)/C(=C\c3ccc(OS(=O)(=O)c4ccccc4)cc3)C(=N)N21	3	0	4	-198	-16	-16	-37	7	-16	-21	-4
CCOC(=O)C1C(=O)NC(N2CCN(c3ccccc3)CC2)=NC1c1ccco1 (configuration not stated)	4	-11	0	12	6	2	-6	-4	6	-9	2
COc1ccccc1NCC(=O)N/N=C/c1c(O)ccc2ccccc12	-1	12	26	56*	9	24	-29	-17	9	54	36
CCc1cc(=O)oc2cc3occ(-c4ccc(OC)c(F)c4)c3cc12	5	-14	28	32	-6	13	-43	-24	-34	19	-47
CCC(C)[C@H](NC(=O)C1(c2ccccc2)CCN(C(=O)OC(C)(C)C)CC1)C(=O)N[C@@H](C(=O)O)c1ccccc1 (some centres not stated)	2	7	-2	1	-14	10	-12	2	-2	4	8
COc1ccccc1C(=O)Nc1ccccc1C(=O)N1C(C)CCCC1C (configuration not stated)	0	-7	15	6	7	-2	-7	-4	6	15	0
CC(=O)c1cc(-c2ccccc2)n(CCC(=O)NC2CCCC2)c1C	-1	-4	5	15	14	-12	4	9	-20	8	5
COC(=O)C1CCN(S(=O)(=O)c2ccc(Br)s2)CC1	4	12	-5	8	7	-3	11	2	8	-19	-22
CCCCc1ccc(-n2c(Cc3cccs3)n[nH]c2=S)cc1	2	-3	-13	11	12	1	5	6	-5	31	7
CC(C)CC(C(=O)Nc1ccc2c(c1)OCCO2)N1C(=O)c2ccccc2C1=O (configuration not stated)	1	2	10	12	11	-2	1	3	6	-4	-6
CC(C)=CCC(C)(C)/C=N/NC(N)=O	1	7	3	-1	2	-2	-24	7	-15	7	1
O=C1C2C3C=CC(C3)C2C(=O)N1/N=C/c1cc(Br)cc([N+](=O)[O-])c1O (configuration not stated)	1	6	-6	15	14	-2	10	13	16	-3	1
O=C(c1ccco1)N1CCN(C(=O)c2cc(-c3ccccc3)nc3ccccc23)CC1	0	42	-5	-22	-60	-18	-6	2	-13	-3	-10
CCOC(=O)N1CCN(c2c(N3CCN(c4ccccc4OC)CC3)c(=O)c2=O)CC1	1	7	.	6	15	-5	-11	-1	17	-7	-17
COCc1ccc(C(=O)N2CCN(CC(=O)N3CCCC3)CC2)cc1	3	4	2	-3	10	9	0	0	-10	-19	3
CCn1cnc2c(Nc3cccc(Cl)c3)nc(C#N)nc21	0	20	-111	-253	-316	-40	-113	-39	24	-44	15
CCn1cc(S(=O)(=O)N2CCN(Cc3ccc(F)cc3)CC2)cn1	0	1	6	3	15	-19	7	-14	5	-8	-15
CCOCCc1nnc(NC(=O)COC)s1	5	-2	-1	-6	-12	-12	25	-6	-16	-6	-5
Clc1ccc2nnnc(-c3ccccc3)c2c1	-1	4	-9	17	83*	-6	-7	2	7	-29	20
Cn1c2cc(Br)sc2c2cnn(Cc3c(F)cccc3Cl)c(=O)c21	.	-2	-3	-6	0	-4	-10	-1	-2	6	4
Cc1nnc(-c2cnn(-c3ccccc3)c2N)n1Cc1ccncc1	0	1	2	4	-11	-5	1	-10	9	-2	-26
CCN(C(=O)COC(=O)c1cccn1C)C1CCS(=O)(=O)C1 (configuration not stated)	3	-6	4	3	14	0	-21	-1	9	7	-22
O=C(NC(=S)N1CCCC1)c1cccc([N+](=O)[O-])c1	3	-23	9	16	8	7	-15	-6	-14	-8	2
CCc1cccc(CC)c1C(OC(C)=O)c1cccnc1 (configuration not stated)	-2	-8	5	14	21	-5	-10	-10	5	-11	13
CCOc1ccc(NC(=S)NC(=O)Cc2ccccc2)cc1	0	-7	1	-23	-29	-16	5	-12	11	-9	-3
COc1ccc(Cl)cc1NC(=S)N1CCN(C(=O)C2CCCO2)CC1 (configuration not stated)	5	-2	-5	25	7	18	-44	0	11	-2	-2
CC1=C(C(=O)N(C(C)C)C(C)C)CC(CC(=O)NCCCCc2ccccc2)C(=O)N1Cc1ccccc1 (configuration not stated)	.	9	.	0	-3	10	6	13	-8	13	-5
Cc1cccc(O)c1C	.	-6	.	0	5	1	-11	16	27	-2	2
Cc1ccc(-c2nc(Nc3cccc(C)c3)sc2CC(=O)O)cc1	6	-2	.	-155	-270	-17	-78	-3	-5	11	15
COc1ccccc1NS(=O)(=O)c1ccc(C)c(C(=O)NCc2cccnc2)c1	0	0	-1	-6	13	5	0	-2	0	-6	-4
Cc1ccc(NC(=O)c2ccccc2)cc1	1	20	-74	-307	-225	-63	-174	-17	12	-75	-2
CC(Oc1ccc(F)cc1)C(=O)N(Cc1ccccc1)c1c(N)n(Cc2ccccc2)c(=O)[nH]c1=O (configuration not stated)	5	-5	2	3	27	-12	-37	2	12	4	7
CC(C)(C)C(=O)NC(=S)Nc1ccc(C(F)(F)F)cc1	-1	1	-14	-41	-93	-47	-15	-4	4	-21	-24
Nc1[nH]nc2nc(N3CCOCC3)nc(-c3ccccc3)c12	1	-21	14	1	32	16	-5	-16	6	18	11
COC(=O)c1c(-c2ccccc2Cl)noc1-c1cnc(N)nc1C(F)(F)F	2	2	6	-11	5	10	-23	9	-2	11	14

A draw from above in order of SMILES length, lowest first:
SMILES	NR2E3 ag-1	TRAIL sens C8	TRPM1 prom inh	Peg3 promoter	HIF-2a block	TROY signal inh	NR2E3 ag-2	KKLEB cytotox	CF NFkB block	Shn3 3UTR inh	TWEAK-Fn14 inh
Cc1cccc(O)c1C	.	-6	.	0	5	1	-11	16	27	-2	2
CCOCCc1nnc(NC(=O)COC)s1	5	-2	-1	-6	-12	-12	25	-6	-16	-6	-5
Cc1ccc(NC(=O)c2ccccc2)cc1	1	20	-74	-307	-225	-63	-174	-17	12	-75	-2
Clc1ccc2nnnc(-c3ccccc3)c2c1	-1	4	-9	17	83*	-6	-7	2	7	-29	20
CCc1cccc(CC)c1C(OC(C)=O)c1cccnc1 (configuration not stated)	-2	-8	5	14	21	-5	-10	-10	5	-11	13
CCOc1ccc(NC(=S)NC(=O)Cc2ccccc2)cc1	0	-7	1	-23	-29	-16	5	-12	11	-9	-3
Nc1[nH]nc2nc(N3CCOCC3)nc(-c3ccccc3)c12	1	-21	14	1	32	16	-5	-16	6	18	11
CCN(C(=O)COC(=O)c1cccn1C)C1CCS(=O)(=O)C1 (configuration not stated)	3	-6	4	3	14	0	-21	-1	9	7	-22
CCn1cc(S(=O)(=O)N2CCN(Cc3ccc(F)cc3)CC2)cn1	0	1	6	3	15	-19	7	-14	5	-8	-15
Cn1c2cc(Br)sc2c2cnn(Cc3c(F)cccc3Cl)c(=O)c21	.	-2	-3	-6	0	-4	-10	-1	-2	6	4
COc1ccccc1NS(=O)(=O)c1ccc(C)c(C(=O)NCc2cccnc2)c1	0	0	-1	-6	13	5	0	-2	0	-6	-4
CC(Oc1ccc(F)cc1)C(=O)N(Cc1ccccc1)c1c(N)n(Cc2ccccc2)c(=O)[nH]c1=O (configuration not stated)	5	-5	2	3	27	-12	-37	2	12	4	7

Back to the main list; the two compounds before the break are reprinted first.
SMILES	NR2E3 ag-1	TRAIL sens C8	TRPM1 prom inh	Peg3 promoter	HIF-2a block	TROY signal inh	NR2E3 ag-2	KKLEB cytotox	CF NFkB block	Shn3 3UTR inh	TWEAK-Fn14 inh
Nc1[nH]nc2nc(N3CCOCC3)nc(-c3ccccc3)c12	1	-21	14	1	32	16	-5	-16	6	18	11
COC(=O)c1c(-c2ccccc2Cl)noc1-c1cnc(N)nc1C(F)(F)F	2	2	6	-11	5	10	-23	9	-2	11	14
CCCc1[nH]nc2c1C(c1cc(OC)ccc1F)C(C#N)=C(N)O2 (configuration not stated)	-1	-26	2	4	10	29	12	6	-5	17	-6
N#Cc1cc([N+](=O)[O-])ccc1Oc1cccc(/C=N/NC(=O)c2ccc(Cl)cc2)c1	-2	14	5	9	-9	13	-12	-10	0	-6	29
Cc1c(OC(C)C(=O)NC(Cc2c[nH]c3ccc(O)cc23)C(=O)O)ccc2c1oc(=O)c1ccccc12 (configuration not stated)	1	-8	-3	-1	4	-2	-9	-1	4	-15	-3
Brc1cccc(-c2nnco2)c1	1	-14	3	15	17	-44	4	-7	-4	-8	-9
CCn1c(CSc2nc3ccccc3s2)nnc1SCC(=O)c1ccc(O)c(O)c1	3	8	16	9	-2	-12	-10	0	-3	12	14
COc1cc(C2C(C#N)=C(N)Oc3c2oc(CO)cc3=O)cc(OC)c1OC (configuration not stated)	-1	6	0	-2	-4	2	-1	-1	6	9	-3
O=S(=O)(Cc1ccccc1Cl)NCCOc1ccccc1	-4	13	-5	18	20	-13	-13	7	2	5	-10
COC(=O)c1cc(C(=O)OCC(=O)NC2CCCCCCC2)cc([N+](=O)[O-])c1	0	3	5	2	5	14	6	5	-20	7	-17
Cc1ccc(C(=O)Nc2ccc(C(=O)N/N=C/c3c[nH]c4ccccc34)cc2)cc1	1	4	4	-15	-71	6	-9	-1	-2	6	42
CCOC1=C2[C@@H](CN(S(=O)(=O)c3ccccc3C)[C@H]2c2ccc(Cl)cc2)[C@H]2C(=O)N(c3ccccc3)C(=O)[C@H]2C1	.	2	.	4	6	20	-20	-4	25	19	8
O=C1N/C(=N/S(=O)(=O)Cc2ccccc2)S/C1=C/c1ccc2c(c1)OCO2	0	-12	8	-7	-7	9	-20	-14	14	23	13
O=C(OCc1cncs1)c1ccccc1	3	-3	3	-14	11	-2	-10	0	7	2	-1

This is a subset. The share of hits here may be higher or lower than overall.
